Assay outcomes from PubChem.
AHR act: activators of human aryl hydrocarbon receptor; P35869; AHR-responsive luciferase reporter cells, luminescence; activation, % at 5 µM; 320,000 compounds, 2.5% hits; AID 2796; in the data active = activation above about 47%;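 also: 0% = vehicle wells and 100% = reference agonist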
Target sequence (P35869 whole entry, looked up): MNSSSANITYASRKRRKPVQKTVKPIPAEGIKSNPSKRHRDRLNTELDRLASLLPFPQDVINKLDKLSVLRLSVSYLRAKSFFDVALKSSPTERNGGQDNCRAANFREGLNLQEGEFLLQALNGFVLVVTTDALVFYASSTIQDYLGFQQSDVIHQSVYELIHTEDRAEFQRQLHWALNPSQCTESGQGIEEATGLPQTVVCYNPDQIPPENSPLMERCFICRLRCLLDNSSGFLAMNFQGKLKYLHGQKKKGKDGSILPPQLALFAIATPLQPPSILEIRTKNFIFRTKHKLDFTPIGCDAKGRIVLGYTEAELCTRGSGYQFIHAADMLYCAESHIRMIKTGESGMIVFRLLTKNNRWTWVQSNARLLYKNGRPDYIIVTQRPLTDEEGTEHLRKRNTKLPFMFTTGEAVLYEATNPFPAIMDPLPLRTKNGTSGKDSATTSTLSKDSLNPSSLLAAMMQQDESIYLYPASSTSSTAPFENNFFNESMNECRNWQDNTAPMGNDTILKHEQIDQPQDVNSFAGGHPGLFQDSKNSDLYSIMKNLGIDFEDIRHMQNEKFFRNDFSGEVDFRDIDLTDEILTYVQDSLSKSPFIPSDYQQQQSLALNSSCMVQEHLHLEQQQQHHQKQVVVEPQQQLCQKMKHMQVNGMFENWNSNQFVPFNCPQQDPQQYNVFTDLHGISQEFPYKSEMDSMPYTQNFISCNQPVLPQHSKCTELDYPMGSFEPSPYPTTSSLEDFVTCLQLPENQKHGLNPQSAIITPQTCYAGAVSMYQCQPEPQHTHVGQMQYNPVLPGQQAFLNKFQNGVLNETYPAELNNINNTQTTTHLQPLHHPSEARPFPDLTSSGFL
RPL19A TOR yeast: alters RPL19A-GFP fluorescence in TOR pathway yeast screen. S. cerevisiae RPL19A-GFP strain, flow cytometry, 3 h; hits give low values. percent response vs DMSO, % at 10 µM. 330,000 compounds, 0.3% hits. AID 2025;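 active = percent response vs DMSO below 50%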;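 also: median channel GFP fluorescence of the barcoded RPL19A-GFP strain; ratio of sample median GFP to plate DMSO average so 100% = DMSO; lower means less RPL19A-GFP as with rapamycin TOR inhibition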
AGP1 TOR yeast: modulators of TOR pathway AGP1-GFP in S. cerevisiae; S. cerevisiae AGP1-GFP multiplex flow cytometry, 3 h; GFP as percent of DMSO wells; 320,000 compounds, 0.02% hits; GFP response vs DMSO, % at 10 µM; AID 2066;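 active = GFP response relative to DMSO above a set limit, near screen average plus 3 SD, cut at about 150% in these data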;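 also: median GFP channel fluorescence of the gated AGP1 strain per well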
LAP4 TOR yeast: modulators of TOR pathway LAP4-GFP in S. cerevisiae. S. cerevisiae LAP4-GFP multiplex, flow cytometry GFP, 3 h; median GFP as percent of DMSO wells. GFP response vs DMSO, % at 10 µM. 320,000 compounds, 0.34% hits;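 active = GFP response vs DMSO above a set limit, about the screen mean plus 3 SD, cut at about 150% in these data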
Yeast superoxide: yeast age-related superoxide inhibition as caloric restriction mimetic; S. cerevisiae aged cells, superoxide DHE fluorescence; hits give low values; superoxide response (% of plate mean), % at 10 µM; 330,000 compounds, 0.18% hits; AID 2690;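 active = superoxide response under a set limit, about three screen SD below normal, cut at about 65% in these data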;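 also: yeast aged for seven days with compound at 30 °C before DHE staining; 100% = average MFI of all compound-treated wells on the plate with controls excluded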
Efflux pump inh: blocks antifungal efflux pumps in multiplex yeast assay; S. cerevisiae Candida pump triplex, Nile Red efflux; inhibition, % at 10 µM; 330,000 compounds, 0.44% hits; AID 485275;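 active = plate passing quality check with inhibition over a set limit, or well fluorescence over plate mean plus 4 SD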;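 also: Nile Red retained in pooled yeast measured as flow cytometry median fluorescence; 0% = buffer negative control and 100% = Enniatin B positive control; higher means more Nile Red kept so more efflux inhibition; some compounds called inactive have numbers as strong as hits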
CIT2 TOR yeast: modulators of TOR pathway CIT2-GFP in S. cerevisiae; S. cerevisiae CIT2-GFP strain, flow cytometry, 3 h; 100 means same as DMSO wells; GFP response vs DMSO, % at 10 µM; 320,000 compounds, 0.065% hits; AID 2029;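 active = GFP response relative to DMSO above a set limit, near the screen mean plus 3 SD, cut at about 150% in these data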;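 also: ratio of well median GFP fluorescence to mean of DMSO wells on the plate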
MEP2 TOR yeast: alters MEP2-GFP fluorescence in TOR pathway yeast screen; GFP response vs DMSO, % at 10 µM; S. cerevisiae MEP2-GFP strain, flow cytometry GFP, 3 h; 100% = DMSO control level; 330,000 compounds, 0.51% hits; AID 2016;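 active = GFP response versus DMSO above a set limit, roughly screen mean plus 3 SD, cut at about 180% in these data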;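 also: median GFP fluorescence of the barcode-gated MEP2-GFP cells per well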
The depositor's hits bear a star; / = not tested or not shown.

SMILES | AHR act | RPL19A TOR yeast | AGP1 TOR yeast | LAP4 TOR yeast | Yeast superoxide | Efflux pump inh | CIT2 TOR yeast | MEP2 TOR yeast
CCC(=O)N1CCc2cc(S(=O)(=O)NCCC(=O)NCc3ccccc3Cl)ccc21 | 1 | 100 | 101 | 100 | 81 | 0.0 | 102 | 109
CC(C)Cc1ccc(CN2CCCC(NC(=O)CCn3cnnn3)C2)cc1 (stereo not drawn) | -1 | 98 | 101 | 103 | 92 | -0.3 | 97 | 90
O=S(=O)(c1ccc(Br)s1)N1CCC2(CC1)OCCO2 | 3 | 101 | 89 | 84 | 109 | -0.1 | / | 86
Cc1ccc2c(CN3C(=O)NC4(CCCCC4)C3=O)cc(=O)oc2c1C | 4 | 99 | 92 | 102 | 81 | 0.2 | 99 | 104
NC(=O)[C@@H]1CCCN1C(=O)c1cc(COc2ccc(F)cc2F)on1 | 1 | 102 | 102 | 97 | 75 | 0.1 | 98 | 96
COc1ccc2c(c1)S/C(=C\C(=O)c1ccncc1)N2C | -5 | 56 | 56 | 106 | 70 | 0.0 | 68 | 103
O=C1CCCN1CC(O)CS(=O)(=O)Cc1ccc(Cl)cc1 (stereo not drawn) | 0 | 101 | 111 | 117 | 97 | 0.0 | 96 | 98
Cc1cccc(C(=O)NNC(=O)c2ccco2)c1O | 2 | 100 | 100 | 112 | 104 | 0.0 | 100 | 116
COc1cc2c(cc1OC)C(C)N(C(=S)NC(=O)c1ccccc1)CC2 (stereo not drawn) | 3 | 92 | 100 | 105 | 109 | 0.2 | 95 | 91
Cc1cccc(OCCNS(=O)(=O)c2ccc(Cl)cc2)c1 | 2 | 103 | 103 | 104 | 108 | 0.0 | 90 | 98
COC(=O)N/N=C/c1cn(Cc2ccc(Cl)cc2Cl)c2ccccc12 | 71* | 106 | 105 | 108 | 97 | -0.1 | 108 | 144
O=C(CSc1nccn1-c1ccc(Cl)cc1)NCc1ccc2c(c1)OCO2 | 24 | 103 | 109 | 99 | 101 | -0.1 | 104 | 111
COc1cc(/C=C2\SC(=S)N(CCC(=O)Nc3ccccn3)C2=O)cc(OC)c1OC | 2 | 101 | 102 | 107 | 98 | 0.1 | 101 | 103
Cc1nn(C(C)C(=O)NCc2ccccc2F)c(=O)c2nn(-c3ccccc3)c(C)c12 (stereo not drawn) | 3 | 93 | 105 | 105 | 103 | -0.1 | 97 | 99
COc1ccccc1CNC(=O)c1ccc(CS(=O)(=O)c2ccccc2OC)o1 | 4 | 104 | 103 | 104 | 95 | 0.1 | / | 99
Cc1ccc(/C=C(\C#N)C(=O)Nc2cccc3ncccc23)o1 | 7 | 100 | 89 | 92 | 98 | 6.7* | 95 | 106
O=C(Nc1nnc(SCC(=O)N2CCCc3ccccc32)s1)c1ccccc1 | 11 | 103 | 99 | 99 | 108 | -0.1 | 100 | 103
Cc1nc2c(-c3ccc(F)cc3)cnn2c(N)c1-c1ccc(F)cc1 | 0 | 95 | 97 | 113 | 96 | -0.1 | 92 | 109
CCOC(=O)CCC(=O)N1CCOCCOCCOCC1 | 2 | 109 | 75 | 93 | 97 | 0.0 | 66 | 95
O=C(CN(C(=O)CNS(=O)(=O)c1ccccc1)C1CCCC1)NCc1ccco1 | -2 | 100 | 104 | 93 | 82 | -0.2 | 105 | 93

A portion taken from the entries so far, for reference:
SMILES | AHR act | RPL19A TOR yeast | AGP1 TOR yeast | LAP4 TOR yeast | Yeast superoxide | Efflux pump inh | CIT2 TOR yeast | MEP2 TOR yeast
O=C(Nc1nnc(SCC(=O)N2CCCc3ccccc32)s1)c1ccccc1 | 11 | 103 | 99 | 99 | 108 | -0.1 | 100 | 103
Cc1nc2c(-c3ccc(F)cc3)cnn2c(N)c1-c1ccc(F)cc1 | 0 | 95 | 97 | 113 | 96 | -0.1 | 92 | 109
CCOC(=O)CCC(=O)N1CCOCCOCCOCC1 | 2 | 109 | 75 | 93 | 97 | 0.0 | 66 | 95
O=C(CN(C(=O)CNS(=O)(=O)c1ccccc1)C1CCCC1)NCc1ccco1 | -2 | 100 | 104 | 93 | 82 | -0.2 | 105 | 93

(cont.)
SMILES | AHR act | RPL19A TOR yeast | AGP1 TOR yeast | LAP4 TOR yeast | Yeast superoxide | Efflux pump inh | CIT2 TOR yeast | MEP2 TOR yeast
COc1ccccc1NS(=O)(=O)c1ccc(Cl)c(NC(=O)CN2C(=O)c3ccccc3C2=O)c1 | 3 | 91 | 101 | 113 | 106 | 0.0 | 88 | 96
Cc1cccc(C)c1OC(=O)CSc1nnc(-c2ccccc2O)o1 | 1 | / | 86 | 95 | 102 | -0.8 | 98 | 94
O=C(CCl)N(c1ccccc1)c1c[nH]c2ccccc12 | 12 | 103 | 113 | 101 | 89 | -0.2 | 107 | 101
COC(=O)[C@]1(Cc2ccccc2)N[C@H](CN(C)C(=O)c2ccc(C)cc2)[C@@H]2C(=O)N(Cc3ccccc3)C(=O)[C@@H]21 | 1 | 101 | 101 | 103 | 90 | -0.1 | 92 | 102
O=C(COC(=O)c1cc([N+](=O)[O-])ccc1N1CCOCC1)NC1CCS(=O)(=O)C1 (stereo not drawn) | -1 | 106 | 111 | 110 | 101 | 0.0 | 105 | 110
COc1ccc(-c2nn(-c3ccccc3)cc2CO)cc1OC | 51* | 97 | 93 | 104 | 84 | -0.1 | 87 | 105
COC(=O)c1ccccc1NC(=O)CC(NCc1ccccc1)C(=O)O (stereo not drawn) | 2 | 102 | 112 | 99 | 74 | 0.0 | 104 | 107
O=[N+]([O-])c1ccc([C@H](O)[C@H](CO)N=Cc2ccccc2O)cc1 | 0 | 95 | 100 | 98 | 107 | 0.0 | 97 | 96
CS(=O)(=O)N1CCN(c2ccc(NC(=O)C(c3ccccc3)c3ccccc3)cc2)CC1 | 0 | 98 | 102 | 92 | 91 | -0.1 | 103 | 105
O=C(Nc1ccc(F)c(Cl)c1)C1CCCN(C2=NS(=O)(=O)c3ccccc32)C1 (stereo not drawn) | -3 | 93 | 96 | 95 | 111 | 0.4 | 92 | 99
CN(C)/C=N/c1nc2nccc(-c3cccs3)n2n1 | 75* | 94 | 104 | 102 | 98 | -0.1 | 91 | 100
O=C(Nc1ccc(F)cc1)N1CCN(CCc2ccccc2)CC1 | 0 | 106 | 98 | 93 | 90 | 0.0 | 100 | 104
C=CCn1c(SCC(=O)NCc2ccccc2)nnc1-c1ccccc1O | 1 | 97 | 96 | 87 | 102 | 0.0 | 95 | 100
Cc1ccccc1NC(=O)Cc1nc(COC(=O)c2cccc(O)c2)cs1 | 0 | 103 | 105 | 111 | 101 | 0.0 | 89 | 98
Cc1nc([N+](=O)[O-])c(NCCCO)n1Cc1ccccc1 | -2 | 103 | 106 | 97 | 98 | -0.2 | 105 | 103
COc1cccc(N2CCN(C(=O)C3CCN(S(=O)(=O)c4cccs4)CC3)CC2)c1 | -3 | 95 | 102 | 101 | 99 | 0.1 | 99 | 101
Cc1cc(C)nc(N2CCCC(C(=O)NCc3ccc4c(c3)OCO4)C2)n1 (stereo not drawn) | 16 | 95 | 92 | 104 | 90 | 0.1 | 91 | 96
CCOC(=O)c1c(C)sc2c1N(C(=O)CN(CC)CC)c1cc(Cl)ccc1S2 | 12 | / | 112 | 109 | 98 | 0.2 | 103 | 110
COc1ccc(CN2CCN(C(=O)CCC(=O)Nc3nnc(CC(C)C)s3)CC2)cc1F | 1 | 104 | 100 | 97 | 91 | 0.1 | 106 | 108
CCN(CC)C1CCN(C(=O)c2cc(COc3ccccc3SC)on2)C1 (stereo not drawn) | 2 | 107 | 110 | 100 | 106 | -0.1 | 107 | 116
COC(=O)CSc1nccc(-c2cccs2)n1 | -1 | 100 | 101 | 108 | 86 | -0.1 | 95 | 106
CC(C)CNC(=O)c1oc2ccccc2c1COc1ccccc1 | 6 | 105 | 96 | 90 | 86 | 0.1 | 100 | 101
COc1ccc(-c2cc(C(=O)NC3CCCC3)c3ccccc3n2)cc1 | 12 | 97 | 99 | 98 | 96 | 0.0 | 99 | 94
CCn1c2ccccc2c2cc(Nc3cc(C)nc4ncnn34)ccc21 | 132* | 98 | 90 | 110 | 104 | 0.2 | 89 | 106
CCOc1ccccc1N1CCN(C(=O)c2ccncc2)CC1 | 1 | 98 | 92 | 93 | 104 | 0.2 | 92 | 101
Cc1ccc(N=C2C(=O)Nc3c(C)cccc32)cc1 | 13 | 103 | 104 | 101 | 105 | 0.0 | 110 | 103
Nc1nonc1-n1nnc(C(=O)N/N=C/c2ccc(OCc3ccccc3F)cc2)c1CN1CCCCC1 | 2 | 100 | 99 | 91 | 94 | -0.1 | 98 | 102
CSc1ccc(/C=C(\NC(=O)c2ccco2)C(=O)N2CCCCC2)cc1 | / | 111 | 94 | 71 | 107 | 0.0 | 98 | 96
CCCN(CCC)S(=O)(=O)c1ccc(C(=O)Nc2nnc(-c3cccc(OC)c3)o2)cc1 | 0 | 102 | 100 | 85 | 103 | 0.2 | 96 | 96
CCOc1ccccc1OCCCC(=O)NCCc1ccc(S(N)(=O)=O)cc1 | 2 | 101 | 102 | 111 | 91 | 0.1 | 95 | 97
COc1ccc(C2Nc3ccccc3C(=O)N2c2ccccc2)cc1CSc1ccccn1 (stereo not drawn) | 2 | 99 | 101 | 93 | 109 | -0.1 | 103 | 100
CCc1ccc(N2C(=O)CC(NNc3nc4ccccc4s3)C2=O)cc1 (stereo not drawn) | 25 | 106 | 115 | 100 | 89 | -0.1 | 112 | 92
CCN(Cc1ccccc1)c1ccc(/C=N/NC(=O)c2cccc(S(=O)(=O)N3CCOCC3)c2)cc1 | 12 | 105 | 99 | 94 | 102 | 0.2 | 99 | 109
Cc1cccc(N2CN(S(=O)(=O)c3cccc([N+](=O)[O-])c3)c3nc4ccccc4nc32)c1 | 5 | 102 | 104 | 103 | 100 | -0.1 | 103 | 109
CCN(CC)CC(C)(C)NS(=O)(=O)c1ccc(Cl)cc1 | 1 | 94 | 95 | 100 | 113 | 0.0 | 98 | 114
C(=N\N1CCOCC1)/c1cccs1 | -1 | 102 | 91 | 89 | 100 | 0.0 | 99 | 92
COc1ccccc1C(=O)NCC(=O)NCC1(N2CCCCC2)CCCCC1 | 3 | 97 | 95 | 102 | 125 | 0.2 | 91 | 102
Cc1cccc(C(C)C)c1NC(=O)CSc1cccc[n+]1[O-] | -1 | 98 | 98 | 97 | 104 | -0.1 | 102 | 105
O=C1CCCN1CCCNc1ccc2nnc(CCC(=O)N3CCN(c4ccccc4)CC3)n2n1 | 0 | 92 | 96 | 94 | 99 | 1.3* | 100 | 93
CN(CC(=O)N1CCCc2c1c(=O)oc1ccc(O)cc21)Cc1ccccc1 | 1 | 108 | 106 | 105 | 127 | -0.1 | 105 | 102
Cc1cccc2sc(N(CCCN(C)C)C(=O)c3ccc(C(=O)c4ccccc4)cc3)nc12 | 0 | 100 | 104 | 100 | 130 | 0.5 | 100 | 100
COc1ccc(C2(c3ccc(OC)cc3)NC(=O)N(CC(=O)NCC(C)c3ccccc3)C2=O)cc1 (stereo not drawn) | 0 | 110 | 107 | 107 | 98 | -0.1 | 103 | 106
O=C1CCCCC1C(=O)c1ccccc1 (stereo not drawn) | -1 | 91 | 103 | 98 | 88 | 0.3 | 101 | 85
OCCCNC(c1ccccc1)c1ccc(O)cc1 (stereo not drawn) | 0 | 102 | 104 | 103 | 93 | 0.0 | 112 | 105
COc1ccccc1N(C)S(=O)(=O)c1ccc(C(=O)NCc2ccc3c(c2)OCO3)cc1 | -1 | 96 | 100 | 103 | 105 | -0.2 | 96 | 106
CNC(=O)c1cc(C)c(-c2ccccc2)s1 | -2 | 99 | 103 | 122 | 96 | 0.1 | 100 | 112
CCc1cccc(CC)c1NC(=O)c1cccc(NC(=O)c2ccccc2)c1 | 0 | 96 | 98 | 90 | 97 | -0.1 | 99 | 93
